Compound activity: PubChem BioAssay, several laboratories
SIAH1 antagonists = Siah-1 peptide-binding antagonists, primary screen, biochemical, fluorescence polarization, rhodamine-plectin, uHTS (AID 1817); Siah-1 / rhodamine-plectin peptide fluorescence polarization; higher % means a stronger effect; displacement, % at 20 µM; hits with a dose series show IC50 in µM; hit rate 0.02% among 290,000;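 active means displacement of at least 50% at 20 µM, with a fluorescence ratio check between 0.3 and a set limit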;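 further: plate controls were Siah plus tracer with DMSO for no effect and tracer alone without Siah for full effect; strong numbers were not always called active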
West Nile virus CPE = inhibition of WNV-induced cytopathic effect – cell-based, CPE readout (AID 1621); West Nile virus-infected cells, CPE inhibition; higher % means a stronger effect; CPE inhibition, % at 10 µM, or IC50 in µM where a hit was titrated; hit rate 0.02% among 290,000; in the data active means a potency from the dose series; inconclusive means CPE inhibition mostly from about 3.7% at the one dose, without a potency; inactive means the rest, 99 in 100 with CPE inhibition below about 2.2%; further: strong numbers were not always called active
NTR1 ag = agonists of NTR1, primary screen, imaging, U2OS cells, beta-arrestin-GFP, high content (AID 493036); P30989; NTR1-U2OS beta-arrestin-GFP spot imaging, agonist mode; activation, % at 20 µM; hit rate 0.17% among 330,000;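 active means activation at or above 40% of the spot to cytoplasm intensity ratio, with at least 20 cells analyzed; inconclusive means wells under 20 cells, flagged as cytotoxic or low count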;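 further: 0% = DMSO without peptide and 100% = 100 nM NTR1 peptide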
Target sequence (P30989 whole entry, looked up): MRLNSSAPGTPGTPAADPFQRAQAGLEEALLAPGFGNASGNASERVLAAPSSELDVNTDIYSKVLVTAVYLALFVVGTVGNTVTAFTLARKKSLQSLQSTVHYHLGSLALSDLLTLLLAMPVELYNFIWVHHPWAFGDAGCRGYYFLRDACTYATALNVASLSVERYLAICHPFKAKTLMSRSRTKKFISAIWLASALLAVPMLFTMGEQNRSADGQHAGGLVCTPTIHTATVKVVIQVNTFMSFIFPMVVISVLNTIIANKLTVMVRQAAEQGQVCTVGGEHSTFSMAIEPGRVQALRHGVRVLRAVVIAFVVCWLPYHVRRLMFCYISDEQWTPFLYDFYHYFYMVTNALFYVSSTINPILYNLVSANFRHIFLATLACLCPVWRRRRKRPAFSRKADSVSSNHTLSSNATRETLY
RSV CPE inhibition = RSV antiviral activity via CPE protection, HEp-2 cells, primary 10 µM value included (AID 2391) | HEp-2 cells, RSV-induced CPE inhibition; higher % means a stronger effect | CPE inhibition, % at 10 µM; hits with a dose series show IC50 in µM | hit rate 0.13% among 310,000; in the data active means a potency from the dose series; inconclusive means CPE inhibition mostly from about 23% at the one dose, without a potency; inactive means the rest, 99 in 100 with CPE inhibition below about 21%; further: strong numbers were not always called active
K1F lysis inhibition = protection from phage-mediated lysis, alamar blue read-out – E. coli UTI89, K1F phage, bacterial capsule biogenesis inhibitors (AID 488966); one-dose inhibition, % at 100 µM; IC50 in µM for titrated hits; hit rate 0.02% among 340,000; E. coli UTI89 K1F phage lysis, alamar blue, 2 h; higher % means a stronger effect;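 active means phage lysis inhibition, versus mean bacterial control, above a set limit; inconclusive means no clear call, values can overlap the other calls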;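 further: capsule biogenesis inhibitors block K1F phage lysis so surviving cells raise fluorescence; higher fluorescence means more inhibition of phage lysis; actives were called in the ten point dose series up to 300 µM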
Rac1 GTP hydrolysis = MgcRacGAP GTPase-activating activity inhibitors, confirmation, biochemical, ADP Hunter fluorescence | hit rate 0.6% among 340,000 | inhibition, % at 30 µM; hits with a dose series show IC50 in µM | MgcRacGAP-stimulated Rac1 GTP hydrolysis, ADP Hunter fluorescence; higher % means a stronger effect; GST-tagged Rac1 F28L mutant substrate;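 active means first-screen hits whose inhibition reached a set limit at any dose in the follow-up dose series; inconclusive means inhibition above the set first-screen limit but never retested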;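 further: fluorescence reports GDP produced by GAP-driven GTP hydrolysis; strong numbers were not always called active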
AID2073 = disruptors of CaV2.2 binding to Mint1 – biochemical, HTRF (AID 2073); HTRF protein-protein interaction, Mint1-CaV2.2; higher % means a stronger effect; inhibition, % at 20 µM; hits with a dose series show IC50 in µM; hit rate 0.19% among 290,000; in the data active means inhibition mostly above about 51%, no sharp cut-off; inconclusive means no clear call, values can overlap the other calls; inactive means mostly below about 53%; further: some results filed as inactive read as strong as hits
Large T inhibition = TAg ATPase/helicase activity blockers – biochemical (AID 1903). SV40 large T antigen ATPase/helicase inhibition assay; higher % means a stronger effect. inhibition, % at 20 µM, or IC50 in µM where a hit was titrated. hit rate 0.39% among 310,000; in the data active means a potency from the dose series; inconclusive means inhibition mostly from about 32% at the one dose, without a potency; inactive means the rest, 99 in 100 with inhibition below about 32%; further: strong numbers were not always called active
Dengue-2 NS5 capping = flavivirus cap methylation enzyme inhibition – biochemical, confirmation dose response, primary screen (AID 588689) | Dengue-2 NS5 methyltransferase capping enzyme assay, biochemical; higher % means a stronger effect | inhibition, % at 25 µM, or IC50 in µM where a hit was titrated | hit rate 0.3% among 340,000; in the data active means a potency from the dose series; inconclusive means inhibition above about 29% without an active follow-up result
NTR1 ag cell count 20 µM = also measured in NTR1 ag; calls as there; cell count; measured here: cell count, cytotoxicity flag
An asterisk follows results filed as active; ? = inconclusive; nt = not tested or not shown; [ ] = another dose, or the depositor's remark.

SMILES	SIAH1 antagonists	West Nile virus CPE	NTR1 ag	NTR1 ag cell count 20 µM	RSV CPE inhibition	K1F lysis inhibition	Rac1 GTP hydrolysis	AID2073	Large T inhibition	Dengue-2 NS5 capping
CC1(C)Oc2nc3ccccc3n2/C1=C\C#N	-2.6%	0.3%	-0.1	29	0.7%	0.8%	18.8%	5.8%	2.1%	-5.4%
Cc1cccc(CCNC(=O)CCCOc2cc(=O)n(C)c3ccccc23)c1	0.7%	-0.8%	-0.2	84	2.8%	0.1%	8.2%	6.6%	11.2%	0.0%
O=C(NCc1cccnc1)c1cccc(OC2CCN(Cc3ccc(CO)o3)CC2)c1	-4.1%	0.2%	0.0	46	-0.9%	-0.1%	6.8%	-5.6%	0.8%	3.2%
COc1cc(CNCCC2CCOC(C)(C)C2)ccc1O (stereo not drawn)	-1.0%	0.3%	-0.6	55	-0.2%	10.0%	11.3%	-0.6%	5.8%	-2.1%
O=C(CN1C(=O)NC(Cc2c[nH]c3ccccc23)C1=O)NC1CC1 (stereo not drawn)	8.1%	0.1%	-0.7	48	0.8%	0.2%	11.4%	-3.7%	8.7%	-5.4%
CC(=O)N1c2ccc(S(=O)(=O)NCCC(=O)NC3CCC(C)CC3)cc2CC1C (stereo not drawn)	7.6%	0.3%	-0.8	58	1.4%	0.2%	6.1%	0.4%	1.5%	3.5%
COc1ccc2nc(NC(=O)CC3Oc4ccccc4NC3=O)sc2c1 (stereo not drawn)	11.0%	0.0%	1.0	67	5.0%	1.4%[50 µM]	4.3%	0.9%	15.1%	-10.1%
CCN(CC(=O)Nc1ccccc1C(F)(F)F)C(=O)c1cccc(N2C(=O)CCC2=O)c1	nt	nt	-0.4	48	-0.4%	1.1%[50 µM]	8.9%	nt	12.0%	-7.3%
O=S(=O)(N/N=C\c1c(F)cccc1Cl)c1ccc(Cl)cc1	1.7%	0.1%	-0.6	46	0.4%	0.1%	7.3%	-28.5%	5.5%	-6.1%
CCn1ncc(/C=N\NC(=O)COc2cc(C)cc(C)c2)c1C	8.2%	-0.6%	0.7	67	3.7%	0.0%	2.1%	-2.6%	1.2%	-1.9%
O=C1CCC(C(=O)Nc2ccccc2N2CCCC2)=NN1	nt	nt	0.0	81	-0.4%	0.5%[50 µM]	4.7%	nt	18.8%	4.4%
c1ccc(CN2OCC3Cn4c(nc5ccccc54)C32)cc1 (stereo not drawn)	3.6%	-0.5%	-2.7	88	0.4%	-0.1%	-1.8%	-2.2%	-2.4%	6.8%
O=C(O)CSc1nnc(CNc2ccc(F)cc2)n1-c1ccccc1	6.1%	0.1%	-0.2	67	1.6%	-0.1%	-10.9%	2.3%	9.1%	-3.9%
CCN(CC)c1ncnc2c1[nH]c1ccccc12	0.4%	-0.4%	-0.4	52	-1.6%	5.0%	14.6%	2.5%	2.3%	-8.9%
CCOc1cc(CNCc2cccs2)ccc1OCC(=O)NC(C)(C)C	17.9%	-1.1%	0.5	50	0.8%	10.8%	7.0%	-0.4%	-0.2%	-6.5%
O=C(CSc1n[nH]c(=O)n1C1CC1)c1ccc(F)cc1	13.3%	0.0%	0.0	48	2.2%	nt	nt	-2.0%	11.1%	nt
CC1(CCc2ccccc2)NC(=S)N(c2ccc(Cl)cc2)N1 (stereo not drawn)	1.1%	-0.6%	-1.0	59	0.1%	0.3%	8.8%	-19.3%	10.1%	-2.9%
O=C(COC(=O)c1ccc(F)cc1)Nc1cc(S(=O)(=O)N2CCOCC2)ccc1N1CCCC1	-3.5%	-0.6%	0.1	46	-1.2%	-0.3%	-2.7%	11.9%	6.3%	-10.9%
COc1ccc(CNC(=O)Cc2ccc(-c3ccccc3)cc2)cc1OC	-1.2%	-1.0%	1.1	32	1.4%	-0.2%	4.0%	4.2%	2.2%	-2.7%
COc1cc(C2NC(=O)CCC2[N+](=O)[O-])cc(Br)c1OC (stereo not drawn)	1.1%	0.2%	-0.8	110	0.1%	0.1%[50 µM]	11.0%	12.8%	5.5%	-5.4%
COc1ccc(CNCC(O)COc2ccc(C)cc2[N+](=O)[O-])cc1 (stereo not drawn)	1.9%	0.0%	2.3	42	nt	0.3%	7.9%	-20.2%	16.7%	-6.3%
COc1ccc2c(CC(=O)NC3CCCc4ccccc43)coc2c1 (stereo not drawn)	-0.4%	-1.3%	-0.8	58	2.9%	1.4%	4.4%	9.4%	2.3%	-10.3%
COc1ccc(C(C(=O)NC(C)(C)C)N(Cc2ccccc2)C(=O)CCC(=O)Nc2cc(C)on2)cc1 (stereo not drawn)	-0.8%	-0.9%	-0.4	93	1.4%	-0.1%	12.9%	-7.8%	0.9%	-8.0%
CSc1ccccc1OCc1cc(C(=O)NC(C)CCn2cccn2)no1 (stereo not drawn)	8.9%	-0.2%	1.6	53	2.3%	-0.1%	1.1%	-3.9%	8.7%	-3.9%
Cc1cc(COc2ccccc2)oc1C(=O)O	1.7%	-0.1%	0.4	57	1.0%	0.2%	2.9%	5.1%	8.8%	nt
CC(=O)n1cc([C@H]2C=C(C(=O)N3CCN(Cc4ccccc4)CC3)O[C@@H](OCCCCO)C2)c2ccccc21	1.0%	-0.8%	0.2	67	1.8%	0.3%	11.9%	0.4%	-0.6%	-0.7%
COc1cccc(CNS(=O)(=O)c2c(C)nc3sccn3c2=O)c1	13.5%	-0.4%	-0.5	103	0.3%	2.2%	12.6%	0.7%	1.9%	-6.2%
CCCN(CCC)CCCNC(=O)c1nn(-c2cccc(OC)c2)c(=O)c2ccccc12	1.5%	-0.2%	-0.7	91	-0.9%	-0.1%	6.0%	6.2%	7.6%	-14.3%
Cc1cc(C(=O)N2C(C)CCCC2C)no1 (stereo not drawn)	12.6%	0.0%	-0.8	49	0.6%	-0.1%	1.9%	6.1%	9.6%	-0.8%
CC(NCc1ccc2c(c1)OCO2)C(=O)NC1CCCCC1 (stereo not drawn)	12.7%	-0.6%	0.2	27	2.2%	-0.4%	10.0%	11.9%	-0.5%	-2.2%
COc1ccc(-c2cc3c(=O)n(CC(=O)NCCCN4CCN(Cc5ccccc5)CC4)ncn3n2)cc1	-2.0%	-0.6%	3.1	48	18.2%	0.3%	13.4%	19.7%	0.0%	-6.3%
C=CCN(C(=O)CCC(=O)Nc1cc(C)on1)C(C(=O)NC1CCCC1)c1ccc(Cl)cc1 (stereo not drawn)	3.3%	-0.6%	3.1	49	1.0%	-0.1%	6.7%	11.4%	7.6%	-2.5%
Cc1ccc2nc(Cl)c(/C=N/NC(=O)[C@H]3C[C@@H]3c3ccccc3)cc2c1	13.6%	-0.3%	9.3	118	3.0%	-0.3%	-2.5%	18.2%	23.6%	14.6%
CC1(C)CC(N2CCC(=O)N(C3CC(C)(C)NC(C)(C)C3)C2)CC(C)(C)N1	-2.3%	0.0%	0.1	42	1.0%	-0.1%	1.9%	-1.5%	3.8%	-4.5%
CN(CC1CCN(CCc2cccc(C(F)(F)F)c2)CC1)C(=O)c1ccc(F)cc1	-1.2%	-1.1%	-0.6	65	1.1%	0.9%	9.2%	13.0%	7.0%	1.2%
CCOc1ccc(OCC(=O)OCC(=O)N(CC(C)C)c2c(N)n(Cc3ccccc3)c(=O)[nH]c2=O)cc1	nt	nt	-0.3	60	-1.6%	0.8%[50 µM]	16.6%	nt	10.4%	-7.2%
Cc1nn(Cc2ccc(Cl)cc2)c(C)c1NC(=O)c1cc(C(C)C)on1	5.4%	-0.3%	-0.3	52	7.7%	0.1%	3.8%	-3.3%	24.2%	-0.8%
COc1ccc(-n2nc(C(=O)NCC(=O)NC(C)C)c3ccccc3c2=O)cc1Cl	-3.4%	0.6%	0.9	81	-0.4%	-0.1%	4.4%	4.6%	-0.6%	-1.3%
CC(C)CCNc1ncnc2c1nnn2Cc1ccccc1Cl	0.4%	-0.9%	-0.9	67	-0.8%	-1.5%	0.0%	6.0%	1.2%	3.2%
O=C(CC1Nc2ccccc2NC1=O)c1ccccc1 (stereo not drawn)	0.3%	0.2%	-1.7	47	1.6%	nt	nt	21.7%	7.9%	nt
COc1ccc(S(=O)(=O)N2CCCOC2CNC(=O)C(=O)NCCc2ccco2)cc1C (stereo not drawn)	1.3%	-0.6%	0.5	60	-0.4%	-0.3%	7.9%	1.6%	13.2%	-7.1%
COc1ccc(N/N=C(\C#N)C(=N)N2CCOCC2)cc1	0.5%	-0.3%	0.7	56	-2.7%	0.1%	20.6%	-5.9%	18.1%	-2.3%
O=C(COc1ccccc1F)NNC(=O)Cn1c(=O)cnc2ccccc21	nt	nt	-2.1	55	0.0%	0.2%[50 µM]	7.7%	nt	nt	0.7%
NC1=NC[C@H](Cc2ccccc2)N1CCCCC1CCCCC1	6.6%	3.4%	12.4	88	-4.2%	-20.0%	8.2%	-15.2%	4.2%	-9.8%
O=C(NC(Cc1ccccc1)C(=O)O)/C(=C/c1ccc(Br)cc1)NC(=O)c1ccc(Br)o1 (stereo not drawn)	-0.3%	0.1%	-0.7	47	0.6%	0.0%	4.7%	7.1%	17.8%	-2.2%
CCc1ccc(N(C(=O)CNC(=O)c2ccco2)C(C(=O)NCC2CCCO2)c2ccccc2)cc1 (stereo not drawn)	0.8%	0.6%	-1.1	40	-0.4%	-0.5%	7.5%	1.9%	-0.9%	5.9%
Cc1ccc(-n2nc3c(=O)n(CCCC(=O)NCc4ccccc4F)nc(C)c3c2C)cc1	-5.0%	-0.6%	0.7	54	?	0.0%	1.1%	2.8%	4.9%	0.9%
N#Cc1cc([N+](=O)[O-])ccc1Oc1cccc(/C=N/NC(=O)c2cccc(Cl)c2)c1	-1.6%	0.2%	1.4	67	8.3%	0.6%	3.1%	15.6%	2.0%	-6.5%
CCOC(=O)C(=Cc1c[nH]c2ccc(S(=O)(=O)N(C)C)cc12)C(=O)OCC	0.5%	-0.3%	6.9	69	48.0%	-0.8%[50 µM]	-10.2%	-1.5%	2.2%	-10.7%
CCCCN(C(=O)c1c(CC)noc1C)c1c(N)n(CCCC)c(=O)[nH]c1=O	nt	nt	0.2	52	-0.3%	0.3%[50 µM]	10.2%	nt	10.2%	0.7%
CCCOc1cc(C)c(S(=O)(=O)N2CCN(C)CC2)cc1C	0.3%	-0.4%	0.2	68	3.5%	1.1%[50 µM]	4.0%	-6.8%	-1.6%	3.4%
Cc1ccc(C2=NN(S(C)(=O)=O)C(c3ccc4nccnc4c3)C2)cc1 (stereo not drawn)	0.2%	-0.5%	-1.4	57	1.1%	2.4%[50 µM]	2.5%	-33.7%	0.2%	-3.2%
Cc1cc(C)c(CSc2nnnn2-c2ccc(C(=O)O)cc2)c(C)c1	2.0%	-0.7%	1.6	60	2.1%	0.0%	2.5%	11.1%	12.9%	3.3%
COc1ccccc1-c1cc(C(=O)Nc2sc3c(c2C#N)CCC(C)C3)c2ccccc2n1 (stereo not drawn)	1.8%	0.1%	1.8	73	4.7%	-0.3%	2.3%	23.3%	-2.2%	97.8µM*
